# Screening results from PubChem.
# XIAP antagonists: XIAP antagonists, biochemical, IAP family, fluorescence polarization (AID 1018). XIAP BIR domain, fluorescence polarization peptide displacement; higher % means a stronger effect. one-dose displacement, % at 20 µM; IC50 in µM for titrated hits. hit rate 0.007% among 200,000; in the data active means displacement above about 50%; further: a part of the inactive calls stands beside numbers as strong as those of hits
# LYP inhibition: inhibitors of LYP phosphatase, biochemical, fluorescence intensity, uHTS (AID 1779); hit rate 0.054% among 290,000; inhibition, % at 11.5 µM; hits with a dose series show IC50 in µM; recombinant LYP phosphatase, fluorescence intensity; higher % means a stronger effect;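 further: plate controls were vehicle with enzyme for no effect and no enzyme for full effect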
# Dengue-2 NS5 capping: Dengue-2 NS5 methyltransferase inhibitors, primary screen, biochemical, confirmation dose response (AID 588689) | Dengue-2 NS5 methyltransferase capping enzyme assay, biochemical; higher % means a stronger effect | hit rate 0.3% among 340,000 | one-dose inhibition, % at 25 µM; IC50 in µM for titrated hits; in the data active means a potency from the dose series; inconclusive means inhibition above about 29% without an active follow-up result
# Lipid droplet: inhibitors of hepatocyte lipid droplet formation, primary screen, imaging, high-throughput imaging, BODIPY stain; AML12 mouse hepatocytes, oleate lipid droplets; inhibition, % at 6.5 µM; hit rate 0.4% among 240,000; AID 1656, 2009;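 active means lipid droplet intensity inhibited by at least 50%, with more than 500 cells counted; inconclusive means wells with under 300 cells, treated as cytotoxic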
#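 material = mouse AML12 hepatocyte cell line, fixed after treatment | also added = 100 µM oleic acid challenge | doses = compound at 6.5 µM only | schedule = overnight exposure | technique = Image-based BODIPY and DAPI two-channel analysis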
# NOD2 inhibition: NOD2 signaling inhibitors, cell-based, luminescence, uHTS, HEK293 (AID 1566) | hit rate 0.63% among 290,000 | one-dose inhibition, % at 4 µM; EC50 in µM for titrated hits | HEK293 NOD2/NF-kB luciferase reporter, luminescence; higher % means a stronger effect; further: many of its hits are not listed in these tables
# SIAH1 antagonists: Siah-1 peptide-binding antagonists, primary screen, biochemical, fluorescence polarization, rhodamine-plectin, uHTS (AID 1817) | one-dose displacement, % at 20 µM; IC50 in µM for titrated hits | E3 ubiquitin-protein ligase SIAH1 (Homo sapiens) | hit rate 0.02% among 290,000 | Siah-1 / rhodamine-plectin peptide fluorescence polarization; higher % means a stronger effect;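 active means displacement of at least 50% at 20 µM, with a fluorescence ratio check between 0.3 and a set limit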;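 further: plate controls were Siah plus tracer with DMSO for no effect and tracer alone without Siah for full effect; strong numbers were not always called active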
# Myeloid diff 2: induction of myeloid progenitor differentiation, primary screen, cell-based, flow cytometry, MLPCN library | hit rate 1% among 360,000 | ER-HoxA9 myeloid progenitors, lysozyme-GFP differentiation | calls only at 10 µM;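 active means normalized GFP-positive differentiation at or above the plate's own cutoff, the solvent-only control mean plus 3 SD; inconclusive means no clear call, values can overlap the other calls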;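 further: cells exposed to compound for four days before flow analysis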
# HIV fusion peptide: inhibitors of HIV fusion peptide binding, primary screen, biochemical, uHTS, fluorescence dequenching (AID 1986). cell-free peptide binding, fluorescence dequenching, 30 min; higher % means a stronger effect. inhibition, % at 20 µM; hits with a dose series show IC50 in µM. hit rate 0.3% among 290,000; in the data active means inhibition mostly above about 52%, no sharp cut-off; inactive means mostly below about 76%; further: some results filed as inactive read as strong as hits
# AID2073: inhibitors of Mint1-CaV2.2 protein interaction, biochemical, HTRF (AID 2073); hit rate 0.19% among 290,000; one-dose inhibition, % at 20 µM; IC50 in µM for titrated hits; HTRF protein-protein interaction, Mint1-CaV2.2; higher % means a stronger effect; Voltage-dependent N-type calcium channel subunit alpha-1B (Homo sapiens); in the data active means inhibition mostly above about 51%, no sharp cut-off; inconclusive means no clear call, values can overlap the other calls; inactive means mostly below about 53%; further: some results filed as inactive read as strong as hits
# Lipid droplet cells 6.5 µM: further read-out of Lipid droplet, marked with its call; cell count; measured here: cell count, cytotoxicity flag;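 cells counted across two imaged fields per well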
# Dengue-2 NS5 capping pilot replicate: second read-out of Dengue-2 NS5 capping, no call of its own (marks repeat the call); inhibition, %; measured here: pilot screen replicate inhibition
# Myeloid diff 2 GFP+ MAC1+ %: second read-out of Myeloid diff 2, no call of its own (marks repeat the call); GFP+ MAC1+ double positive, %; measured here: differentiation confirmed by MAC1 staining
# Active calls of the source: *; i = inactive; ? = inconclusive; . = no result given. Unless noted, no stated cut-off is given here; in the data, active means inhibition above about 50%; inactive means the rest. An excerpt; rates above refer to the full screens.
SMILES,XIAP antagonists,LYP inhibition,Dengue-2 NS5 capping,Lipid droplet,Lipid droplet cells 6.5 µM,NOD2 inhibition,SIAH1 antagonists,Myeloid diff 2,Myeloid diff 2 GFP+ MAC1+ %,HIV fusion peptide,AID2073,others
COc1ccc(S(=O)(=O)N(CC(=O)NCc2cccnc2)C2CCCCC2)cc1OC,.,-10%,-2%,-12,682,17%,-3%,i,0.2,-0.8%,0%,
CC(C(=O)NCc1ccc2c(c1)OCO2)N(c1ccccc1)S(C)(=O)=O (centres undefined),4.5%,-2%,-6%,.,.,1%,-2%,i,1.3,0.9%,6%,
CCCNS(=O)(=O)c1ccc(OCC(=O)N2CCN(c3ccccc3)CC2)cc1,-4.8%,-8%,3%,0,753,-8%,1%,i,0.1,-0.5%,-6%,
COc1cc(=O)n2c(-c3ccccc3)csc2n1,0.8%,-10%,-4%,.,.,10%,-3%,i,1.3,-0.5%,-1%,
CC1=CS(=O)(=O)CC1Sc1nc2ccccc2[nH]1 (centres undefined),-5.4%,-12%,-3%,-2,767,-4%,0%,i,1.5,0.1%,3%,
Cc1ccc(S(=O)(=O)N(C)c2cc(S(=O)(=O)N3CCOCC3)c(C)cc2C)cc1,.,-4%,1%,-10,785,-201%,6%,i,0.7,-2.0%,1%,
COc1ccc(-n2nc(C(=O)NCC(=O)N(C)Cc3ccccc3)c3ccccc3c2=O)c(OC)c1,.,-2%,-1%,-1,780,14%,-2%,i,2.1,1.3%,-1%,
O=C1NN(c2ccc(F)c(Cl)c2)C(=O)/C1=C\c1cccc(OC(=O)c2cccs2)c1,-7.8%,0%,?,0,806,-37%,1%,i,0.4,7.7µM*,4%,
Cc1nc(CCNC(=O)CC2C(=O)NCCN2Cc2ccccc2)sc1C (centres undefined),.,-8%,4%,-7,795,3%,0%,i,9.0,0.8%,-10%,
c1ccc(CCNc2ncnc3c2nnn3Cc2ccccc2)cc1,-3.6%,3%,-5%,9,690,-9%,5%,i,0.9,1.0%,0%,
c1ccc(C2Nc3ccccc3Oc3ccccc32)cc1 (centres undefined),-12%,0%,3%,0,771,9%,0%,i,0.7,-2.4%,-7%,
COc1ccccc1NC(=S)NNC(=O)c1ccc(Cl)cc1Cl,-4.1%,6%,-19%,-2,772,-34%,-8%,i,0.7,6.3%,-9%,

# Among those listed so far, these contain a carbonyl joined to an NH by a bond outside any ring.
SMILES,XIAP antagonists,LYP inhibition,Dengue-2 NS5 capping,Lipid droplet,Lipid droplet cells 6.5 µM,NOD2 inhibition,SIAH1 antagonists,Myeloid diff 2,Myeloid diff 2 GFP+ MAC1+ %,HIV fusion peptide,AID2073,others
COc1ccc(S(=O)(=O)N(CC(=O)NCc2cccnc2)C2CCCCC2)cc1OC,.,-10%,-2%,-12,682,17%,-3%,i,0.2,-0.8%,0%,
CC(C(=O)NCc1ccc2c(c1)OCO2)N(c1ccccc1)S(C)(=O)=O (centres undefined),4.5%,-2%,-6%,.,.,1%,-2%,i,1.3,0.9%,6%,
COc1ccc(-n2nc(C(=O)NCC(=O)N(C)Cc3ccccc3)c3ccccc3c2=O)c(OC)c1,.,-2%,-1%,-1,780,14%,-2%,i,2.1,1.3%,-1%,
Cc1nc(CCNC(=O)CC2C(=O)NCCN2Cc2ccccc2)sc1C (centres undefined),.,-8%,4%,-7,795,3%,0%,i,9.0,0.8%,-10%,
COc1ccccc1NC(=S)NNC(=O)c1ccc(Cl)cc1Cl,-4.1%,6%,-19%,-2,772,-34%,-8%,i,0.7,6.3%,-9%,

# (list continues)
SMILES,XIAP antagonists,LYP inhibition,Dengue-2 NS5 capping,Lipid droplet,Lipid droplet cells 6.5 µM,NOD2 inhibition,SIAH1 antagonists,Myeloid diff 2,Myeloid diff 2 GFP+ MAC1+ %,HIV fusion peptide,AID2073,others
COc1ccc(-c2nn(-c3ccccc3)cc2/C=C/C(=O)OCC(=O)Nc2ccccc2C#N)cc1,-26%,-15%,-1%,.,.,-4%,-4%,i,0.5,-0.7%,16%,
Cc1scc(C(=O)Nn2cnnc2)c1-c1ccccc1,-1.8%,0%,-2%,-7,789,-5%,0%,i,9.3,2.1%,0%,
CCCC(=O)Nc1cccc(NC(=O)c2ccc(C)c([N+](=O)[O-])c2)c1,-5.3%,1%,-1%,.,.,-1%,1%,i,0.3,5.2%,1%,
CCOC(=O)N1CCN(C(=O)COc2cccc3c2CCN(Cc2cccc(C)c2)C3=O)CC1,-2.0%,3%,-1%,7,653,-6%,4%,i,0.8,1.1%,-6%,
C=CCn1c(SCC(=O)Nc2ccc(C(=O)OC(C)C)cc2)nnc1-c1cccs1,2.7%,-6%,0%,-1,749,17%,4%,i,2.2,2.2%,-4%,
Cc1ccc(-c2nnn(CC(=O)N(c3ccccc3)C(C(=O)NC(C)(C)C)c3cccs3)n2)o1 (centres undefined),-4.4%,-4%,-3%,-4,695,5%,2%,i,0.9,-1.3%,11%,
CN(C)/N=C/c1ccc(/C=N/NC(N)=S)o1,-3.6%,-1%,-1%,17,657,6%,3%,.,.,-3.1%,0%,
O=S(=O)(NC1CC1)c1ccc(F)c(F)c1,.,-12%,-11%,-4,755,11%,8%,.,.,1.2%,-6%,
O=C(Nc1ccc(Cl)cc1C(=O)N1CCCC1)c1cccc([N+](=O)[O-])c1,-8.4%,8%,-5%,-1,669,5%,0%,i,0.2,-0.5%,-1%,
Cc1noc(C)c1CCC(=O)N1CCCC(CCC(=O)NCc2ccccc2F)C1 (centres undefined),4.3%,-4%,.,-19,632,16%,2%,.,.,-1.1%,7%,
O=c1c(/C=N/O)coc2ccc(Cl)cc12,.,-4%,3%,10,715,10%,-1%,i,1.0,0.2%,18%,
NC(=O)C1=C[C@H](c2ccc(C(F)(F)F)cc2)C[C@H](OCCCCO)O1,-4.6%,-7%,3%,7,689,13%,-7%,i,1.8,-0.7%,2%,
CN1CCc2c(n(CC(O)CN(CCO)CCO)c3ccccc23)C1=O (centres undefined),1.0%,-3%,-5%,2,679,-5%,-4%,i,0.6,-0.9%,-2%,
Clc1ccc(CCNc2ncnc3nc[nH]c23)cc1,-3.2%,-2%,3%,4,539,9%,-1%,i,1.3,-2.0%,-1%,
O=C(NC1CCN(C(=O)NCc2ccccc2)CC1)c1ccccc1,.,0%,-5%,0,811,-3%,0%,i,0.2,1.0%,2%,
CC(C)(C)c1ccc(COC(=O)Nc2ccc(F)cc2)cc1,-11%,0%,-1%,-10,648,13%,-6%,i,0.2,-0.5%,-4%,
CC(C)C(=O)Nc1cccc(C(=O)Nc2nncs2)c1,2.3%,-6%,-2%,.,.,9%,0%,i,0.9,-3.1%,-3%,
Cc1nc2ncnn2c(C)c1CCC(=O)N1CCc2ccccc2C1,-4.4%,-14%,-7%,.,.,24%,-4%,i,2.8,0.5%,-5%,
Cc1nc(=O)c(-c2ccccc2)c(C)n1-c1ccccc1O,-11%,-3%,-3%,.,.,4%,-2%,i,1.1,-2.2%,7%,
CC(=O)Nc1ccc(C2(c3ccc(NC(C)=O)cc3)C(=O)Nc3ccccc32)cc1,-9.7%,-9%,-4%,13,690,7%,-4%,i,0.6,-0.6%,33%,
CSc1nccc(-c2nn(-c3ccc(C)cc3)ccc2=O)n1,-0.5%,-4%,-1%,17,830,-5%,-6%,i,0.5,-1.4%,12%,
CSc1ccc(C(=O)N2CCC(n3nccc3NC(=O)C3CC3)CC2)cc1,.,-5%,-3%,9,730,-10%,11%,i,1.2,1.0%,11%,
CCOC(=O)c1c(-c2ccc(OC)c(OC)c2)csc1NC(=O)C1CCCO1 (centres undefined),-8.2%,2%,-3%,-13,702,10%,0%,i,0.4,-1.2%,-4%,
Cc1cc(C)cc(-n2ncc3c2CCCC3NC(=O)c2ccccc2N2CCOCC2)c1 (centres undefined),.,-2%,-7%,-14,698,13%,0%,i,8.5,0.8%,3%,

# Brought forward from above: 2 compounds, then new ones.
SMILES,XIAP antagonists,LYP inhibition,Dengue-2 NS5 capping,Lipid droplet,Lipid droplet cells 6.5 µM,NOD2 inhibition,SIAH1 antagonists,Myeloid diff 2,Myeloid diff 2 GFP+ MAC1+ %,HIV fusion peptide,AID2073,others
CCOC(=O)c1c(-c2ccc(OC)c(OC)c2)csc1NC(=O)C1CCCO1 (centres undefined),-8.2%,2%,-3%,-13,702,10%,0%,i,0.4,-1.2%,-4%,
Cc1cc(C)cc(-n2ncc3c2CCCC3NC(=O)c2ccccc2N2CCOCC2)c1 (centres undefined),.,-2%,-7%,-14,698,13%,0%,i,8.5,0.8%,3%,
Cc1ccc(-n2c(CCC(=O)O)ccc2-c2cccs2)cc1C,-11%,-2%,3%,.,.,-4%,0%,i,0.8,11%,16%,
O=C(O)CN1C(=O)CC(Cc2ccc(Cl)cc2)C1=O (centres undefined),-0.2%,-8%,2%,.,.,9%,2%,i,1.2,1.7%,0%,Dengue-2 NS5 capping pilot replicate=-3.6
CCNC(=O)C/C(C)=N/NC(=O)C(=O)Nc1ccc(CC)cc1,-3.0%,-4%,-2%,2,758,-8%,7%,i,1.1,-0.6%,12%,
COc1cc(C(=O)O/N=C2\C=CC(=O)C=C2C)cc(OC)c1OC,-1.1%,-4%,2%,23,649,16%,6%,i,0.0,-0.7%,-41%,
O=C(Oc1c(Cl)cc(Cl)c2cccnc12)c1cccs1,-4.3%,-6%,-12%,-6,742,8%,-4%,i,0.6,11%,1%,
Cc1sc(NC(=O)c2cc(-c3ccc(Cl)cc3)nc3ccccc23)c(C(N)=O)c1C,-3.6%,-4%,-3%,.,.,7%,8%,i,0.5,-0.3%,11%,
Cc1cccn2c(=O)c(C=NCCO)c(Nc3ccc(Cl)cc3)nc12,-7.7%,-4%,.,-3,679,-16%,4%,.,.,-0.2%,-4%,
C=CCc1c(C)nc(-c2ccccc2)nc1N/N=C(\C)c1ccccc1,-5.6%,-2%,-4%,0,494,-7%,3%,i,1.1,1.0%,4%,
O=C1CN(C(=O)CSc2nc3ccccc3n2CCc2ccccc2)c2ccccc2N1,-2.9%,3%,4%,-27,636,9%,2%,i,0.9,1.4%,-10%,
COc1ccccc1N=C(C)C1=C(O)COC1=O,-5.4%,-6%,0%,7,746,12%,0%,i,0.7,-1.6%,-4%,
S=C(NCCN1CCOCC1)Nc1ccc(Cl)cc1,-4.4%,-7%,-5%,1,659,25%,2%,i,1.0,0.8%,-3%,
COc1ccc(C(=S)N2CCNCC2)cc1,-4.6%,-1%,-4%,4,774,12%,1%,i,0.8,-1.3%,-6%,
